# IMPase Li cell: qHTS Assay for Identifying the Cell-Membrane Permeable IMPase Inhibitors: Potentiation with Lithium | Potency, µM (series often up to 59.4 µM), for inactives: top-dose activity, negative = IMPase inhibition, most hits filed as inhibitors | CHO-M1 cells, IP1 TR-FRET (IP-One), carbachol + lithium | hit rate 0.35% among 210,000;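 further: IP1 builds up when IMPase is blocked and the TR-FRET signal falls; potency means the concentration at half of the fitted maximal effect; plate controls were basal vehicle for no effect and high inhibitor control for full effect; nearly all actives have a fitted effect of over 50% in size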
#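 Lithium-sensitised IP1 accumulation assay; M1-expressing CHO cells treated 30 min at 37C with compound. Competitive antibody detection by time-resolved FRET followed a 10 min room-temperature lysis step.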
# aGal spleen mod: qHTS Assay for Inhibitors and Activators of Human alpha-Galactosidase From Spleen Homogenate | Alpha-galactosidase A (Homo sapiens), P06280 | Potency, µM (series often up to 80 µM), for inactives: at the top dose activity change, negative = inhibition, hits mostly inhibitors | human spleen homogenate, 4MU-alpha-Gal fluorescence, 40 min | AID 2107, 2009 | hit rate 0.008% among 240,000;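 further: potency means the concentration at half of the fitted maximal effect; 0% = enzyme with vehicle and -100% = no enzyme basal signal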
# Target sequence (P06280 32-429 limits assumed): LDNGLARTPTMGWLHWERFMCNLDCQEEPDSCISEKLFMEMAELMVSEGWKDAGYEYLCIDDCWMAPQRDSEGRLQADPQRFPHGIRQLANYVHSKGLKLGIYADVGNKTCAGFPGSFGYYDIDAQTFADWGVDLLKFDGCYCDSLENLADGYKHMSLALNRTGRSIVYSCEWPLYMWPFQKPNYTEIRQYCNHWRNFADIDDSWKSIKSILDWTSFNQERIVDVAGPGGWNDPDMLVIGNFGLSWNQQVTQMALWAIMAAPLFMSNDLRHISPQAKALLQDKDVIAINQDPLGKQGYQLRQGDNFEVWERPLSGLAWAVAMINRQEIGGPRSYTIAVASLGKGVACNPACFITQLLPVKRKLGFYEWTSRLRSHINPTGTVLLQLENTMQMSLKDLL
#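 Human spleen homogenate (1 ug) as enzyme source, 4-methylumbelliferyl-alpha-D-galactopyranoside 1 mM final, citrate/phosphate pH 5.0 with 0.01% Tween-20. Compounds 40 min at 37C, NaOH/glycine stop; fluorescence Ex 365/Em 440, Hill-fit AC50.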
# CBFb RUNX1 block: qHTS Assay for Compounds Blocking the Interaction Between CBF-beta and RUNX1 for the Treatment of Acute Myeloid Leukemia; Runt-related transcription factor 1 (Homo sapiens) + Core-binding factor subunit beta …; AlphaScreen CBFb-His/RUNX1-biotin binding, biochemical; Potency, µM (top dose mostly 59.8 µM), inactives show at the top dose activity, negative = inhibition, usual class: inhibitors; 230,000 tested, under 10 active; further: % of control where 0% means no effect
# Target sequence (Q01196 whole entry, looked up): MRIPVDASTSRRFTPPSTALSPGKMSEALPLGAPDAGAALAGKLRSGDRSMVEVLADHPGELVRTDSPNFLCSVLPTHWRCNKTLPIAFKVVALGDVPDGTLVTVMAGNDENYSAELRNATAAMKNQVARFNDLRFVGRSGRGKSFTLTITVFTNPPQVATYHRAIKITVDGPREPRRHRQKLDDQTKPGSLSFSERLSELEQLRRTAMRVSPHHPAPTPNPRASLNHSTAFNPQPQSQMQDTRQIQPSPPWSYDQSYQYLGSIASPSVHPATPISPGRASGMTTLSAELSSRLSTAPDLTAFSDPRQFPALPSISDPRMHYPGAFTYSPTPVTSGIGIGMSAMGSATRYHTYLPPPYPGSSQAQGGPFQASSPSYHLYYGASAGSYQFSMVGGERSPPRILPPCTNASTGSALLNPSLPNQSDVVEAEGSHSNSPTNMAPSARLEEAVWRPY
# Target sequence (Q13951 whole entry, looked up): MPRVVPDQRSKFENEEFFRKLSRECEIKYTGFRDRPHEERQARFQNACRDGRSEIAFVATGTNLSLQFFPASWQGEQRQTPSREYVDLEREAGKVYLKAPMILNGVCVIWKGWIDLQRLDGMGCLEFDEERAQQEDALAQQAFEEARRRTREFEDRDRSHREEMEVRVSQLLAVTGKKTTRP
#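 Room-temperature protein-protein interaction test with 30 nM each of His-tagged CBF-beta and biotinylated RUNX1, 15 min with compound, then 90 min with nickel plus streptavidin beads. Signal read in AlphaScreen mode.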
# KinaseGlo FLuc: Counterscreen for Luciferase (Kinase-Glo TM) Inhibition | Luciferin 4-monooxygenase (Photuris pensylvanica), Q27757 | Kinase-Glo luciferase, ATP luminescence, 8 min | hit rate 0.28% among 200,000 | Potency, µM (doses to about 38.3 µM), without a hit: at the top dose activity change, negative = inhibition, usual class: inhibitors; further: potency means the concentration at half of the fitted maximal effect; on the % scale 0 is the no-effect control and ±100 the full control effect; nearly all actives have a fitted effect of over 60% in size
#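 Kinase-Glo luciferase light output from ATP and luciferin was measured with 10 uM ATP, within the enzyme's linear range. Buffer: 50 mM imidazole pH 7.2, 50 mM KCl, 7 mM MgCl2, 0.01% Tween 20, 0.05% BSA; luminescence read after 8 min at ambient temperature.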
# NPSR antag: qHTS Assay for Antagonists of the Neuropeptide S Receptor: cAMP Signal Transduction; Q6W5P4; CHO-NPSR cells, cAMP TR-FRET, antagonist mode; Potency, µM (top dose mostly 38.3 µM), inactives show at the highest dose activity change, negative = inhibition, usual class: inhibitors; hit rate 1% among 220,000; further: potency means the concentration at half of the fitted maximal effect; on the % scale 0 is the no-effect control and ±100 the full control effect; nearly all actives have a fitted effect of over 50% in size; many of its hits are not listed in these tables
# Lamin A splicing: qHTS Assay for Modulators of Lamin A Splicing; HeLa LMNA splicing GFP/RFP minigene ratio, 48 h; Potency, µM (series often up to 46.1 µM), for the others: at the highest dose ratio change, negative = inhibition, most hits filed as inhibitors; hit rate 0.01% among 200,000; AID 1487, 2009; active means well fitted inhibition curve with a large enough effect in the signal ratio, with a control signal flat, not every such curve was filed as active; inconclusive means small, poorly fitted or top-dose-only effect, or effect the other way, or a change in a side signal; the % refers to the signal ratio; further: potency means the concentration at half of the fitted maximal effect; on the % scale 0 is the no-effect control and ±100 the full control effect
#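 Read-out is the ratio of GFP to DsRed2 object intensity, acquired by 488 nm laser-scanning cytometry on HeLa lamin A-EGFP minigene reporter cells. Compound incubation 48 hrs at 37 °C in Opti-MEM with 2% FBS; DMSO 0.5% final.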
# Epigenetic reg: Quantitative High-Throughput Screen for Regulators of Epigenetic Control | murine LDR cells, GFP reporter derepression, 30 h | hit rate 0.2% among 280,000 | Potency, µM (top dose mostly 53.9 µM), without a hit: at the top dose GFP activation, hits mostly activators; further: potency means the concentration at half of the fitted maximal effect; % of control where 0% means no effect; nearly all actives have a fitted effect of over 60% in size
#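 Derepression of a silenced CMV-GFP reporter in murine LDR cells is scored by enumerating GFP-positive cells with a laser-scanning microplate cytometer after 30 hours of treatment at 37 C.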
# Numbers without * were called inactive; ? = inconclusive; nt = no result given; & = joins results of further samples; [ ] = dose if it differs, or a comment. Unless noted, the call rests on the fitted dose curve; in most records, active means well fitted curve in the direction sought with a large enough effect; inconclusive means small, poorly fitted or top-dose-only effect, or another doubt; inactive means no such curve, though single readings can be large; an effect the other way counts as inactive or inconclusive. Not all compounds are listed; rates above refer to the full screens.
SMILES,IMPase Li cell,aGal spleen mod,CBFb RUNX1 block,KinaseGlo FLuc,NPSR antag,Lamin A splicing,Epigenetic reg
CCCn1c(C)nc2c(NCCCN3CCCCC3C)nc(C)nc21 (configuration not stated),3.6%,-0.8%,-3.6%,-2.2%,nt,nt,1.7%
O=C1CC(C(=O)O)S/C(=N\N=C\c2ccc(Br)cc2)N1 (configuration not stated),nt,-2.6%,4.4%,nt,-2.7%,nt,-1.3%
CCOC(=O)c1c(NC(=O)c2nn(C)cc2[N+](=O)[O-])sc(C)c1C,3.6%,6.4%,9.6%,2.5%,-4.5%,?,1.1%
CCCC(c1nnnn1CC1CCCO1)N1CCN(c2cc(Cl)ccc2C)CC1 (configuration not stated),12.0%[38.3 µM],2.8%,1.3%,-1.9%,?,?,0.7%
CCOC(=O)N1CCc2c(sc3nc4n(c(=O)c23)N=C(c2ccc(OC)cc2)CS4)C1,nt,12.5%,1.8%,nt,?,nt,-1.6%
C=CCOC(=O)C1=C(C)N=C2SCCC(=O)N2C1/C=C/c1ccccc1 (configuration not stated),25.2%,-6.1%,-3.4%,0.3%,-40.0%,nt,-3.3%
O=C(COC(=O)Cc1ccccc1F)Nc1cc(S(=O)(=O)N2CCOCC2)ccc1N1CCCC1,-5.5%,5.1%,-8.3%,9.8%,22.5%,4.0%,1.1%
O=C(c1ccco1)N1CCC2(CC1)CCN(C(c1ccccc1)c1ccccc1)CC2,17.5%,-8.9%,nt,-1.0%,nt,nt,nt
Cc1ccc2c(c1)Sc1ccccc1CC2=O,5.0%[38.3 µM],6.6%,1.3%,0.7%,-10.5%[46.1 µM],29.5%,-2.2%
Cc1ccc(S(=O)(=O)NCC(=O)NCC(=O)OCc2c(F)cccc2Cl)cc1,-5.5%,-1.2%,-12.9%,-1.0%,19.6%,nt,-1.1%
Cc1noc(C)c1S(=O)(=O)Nc1ccc(O)c2c(=O)cc(-c3ccccc3Cl)oc12,nt,0.4%,-2.5%,nt,-14.5%,nt,1.1%
OCCC1CN(Cc2cnc(-c3ccc(Cl)cc3)nc2)CCN1C1CCCC1 (configuration not stated),nt,4.4%,9.9%,nt,22.1%,nt,1.2%
CSc1nsc(SCc2ccc(F)cc2)n1,28.6%[38.3 µM],-7.3%,17.0%,1.5%,-6.0%[46.1 µM],11.3%,-1.0%
O=C1Nc2cc(Cl)c(Cl)cc2N(O)N1c1ccccc1,37.7%[38.3 µM],0.2%,-2.7%,8.1%,-24.5%[46.1 µM],12.4%,-3.0%
Cc1cccc(/C=C2/SC(=O)N(Cc3ccccc3Cl)C2=O)n1,8.5%[38.3 µM],-0.4%,4.9%,-2.4%,-14.4%[46.1 µM],9.7%,0.0%

# 2 compounds from above with just KinaseGlo FLuc.
SMILES	KinaseGlo FLuc
Cc1ccc2c(c1)Sc1ccccc1CC2=O	0.7%
C=CCOC(=O)C1=C(C)N=C2SCCC(=O)N2C1/C=C/c1ccccc1 (configuration not stated)	0.3%

# (continued)
SMILES,IMPase Li cell,aGal spleen mod,CBFb RUNX1 block,KinaseGlo FLuc,NPSR antag,Lamin A splicing,Epigenetic reg
Cc1ccccc1-c1cc(-n2ccnc2)ncn1,-5.0%,4.2%,nt,-0.7%,nt,?,2.4%
CCC(C)C(=O)Nc1ncc2c(n1)CC(c1cccs1)CC2=O (configuration not stated),37.6%[38.3 µM],-4.8%,0.4%,-7.1%,-9.0%[46.1 µM],-3.0%,-0.9%
CCCCOCCOCCOCCCC,11.5%,-6.2%,0.2%[21.7 µM],nt,nt,nt,nt
CCN(CC)CCCNC(=O)c1cn(C)c2ccc(S(=O)(=O)N(C)C)cc2c1=O,24.9%[38.3 µM],-8.3%,1.5%,3.4%,-1.8%[46.1 µM],-7.7%,1.3%
Cc1ccc(NC(=S)N2CCOCC2)cc1,-3.2%,6.2%,-3.1%,-0.8%,3.5%,-2.3%,-1.0%
COc1ccc(N2C(N)=C(C#N)C(c3ccsc3)C3=C2CCCC3=O)c(OC)c1 (configuration not stated),7.0%,-4.0%,-1.5%,-7.0%,-15.4%,?,0.1%
C=CCn1c(COc2ccccc2F)nnc1SCC(=O)NC(=O)NCc1ccco1,-3.3%[38.3 µM],1.7%,-27.1%,-1.3%,-16.4%[46.1 µM],-3.5%,-1.1%
COc1ccc(CCn2c(SCC(=O)Nc3cc(C)on3)nc3ccsc3c2=O)cc1OC,11.2µM*,4.0%,7.2%,-1.5%,-1.8%[46.1 µM],-5.1%,2.6%
COc1ccc(C(=O)c2ccc(N(C)C)cc2)c2ccccc12,5.5%,-1.1%,0.2%,0.1%,?,?,0.0%
O=C(NCc1cccc(Cl)c1)c1ccco1,23.1%[38.3 µM],-3.2%,3.1%,-0.8%,-3.0%[46.1 µM],10.1%,0.9%
COc1ccc(C)cc1S(=O)(=O)N(C)CC(=O)N1CCC(C(N)=O)CC1,3.1%,2.1%,1.9%,-1.1%,8.7%,?,-1.1%
CN1C(=O)NC2C1N(S(C)(=O)=O)CCN2S(C)(=O)=O (configuration not stated),-24.8%[38.3 µM],-2.6%,4.3%,-2.9%,-8.3%[46.1 µM],-4.1%,1.7%
CCOCCCN1CN(Cc2ccco2)CNC1=S,-6.1%,4.5%,-4.9%,-5.3%,23.1%,nt,1.1%
CS/C(N)=N/C(=S)Nc1cccc(Cl)c1,nt,8.3%,-11.0%,nt,16.1%,nt,-0.5%
Cc1ccc(-n2c(SCC(=O)N3CCCC3)nc3c(c2=O)SCC3)cc1,22.7%[38.3 µM],0.3%,-1.3%,4.7%,-10.5%[46.1 µM],10.3%,-1.1%
COc1ccc(C(=O)C[n+]2cccc(C)c2)cc1,17.4%,-26.5%,-1.2%,2.7%,18.5%,0.3%,-2.7%
CN(CCc1ccccn1)Cc1ccc(Cl)cc1,7.3%[38.3 µM],7.4%,7.8%,2.5%,1.1%[46.1 µM],-7.9%,0.0%
Cc1c(NC(=O)CN2c3ccccc3CC2C)c(=O)n(-c2ccccc2)n1C (configuration not stated),0.2%,0.5%,4.6%,0.4%,1.8%,3.9%[46 µM],-0.2%
CN(C)S(=O)(=O)Nc1ccc(Oc2ccccc2)cc1,0.5%[38.3 µM],-3.6%,1.9%,2.8%,-2.3%[46.1 µM],-20.6%,-1.0%
COc1ccc(-c2csc(NC(=S)NC(=O)/C=C/c3ccco3)n2)cc1Br,nt,-3.7%,4.3%,nt,?,?,?
Cc1[nH]c2ccccc2c1C(Nc1nccs1)c1ccncc1 (configuration not stated),5.7%,-10.7%,-9.0%,-0.9%,-23.8%[46.1 µM],-23.4%,0.0%
NC(=O)c1nn(-c2ccccc2)c(=O)cc1O,-9.4%[38.3 µM],3.6%,4.2%,-4.3%,0.8%[46.1 µM],2.0%,-1.1%
Brc1ccc(-c2nnc3n2-c2ccccc2CC3)cc1,-9.9%[38.3 µM],3.1%,4.4%,-7.0%,-13.1%[46.1 µM],?,-1.0%
Cc1nc2ccccc2nc1N1CCC(C)CC1,-13.5%[38.3 µM],5.1%,0.0%,-1.8%,-25.2%[46.1 µM],6.3%,-1.1%
N#CC(c1ccccn1)c1ncc(C(F)(F)F)cc1Cl (configuration not stated),2.1%,-3.6%,1.2%,0.3%,-14.7%,nt,2.1%
O=C(N/N=C\c1cccc(Cl)c1)c1n[nH]c2c1CCCC2,-1.3%,8.3%,6.7%,-8.1%,-18.5%[46.1 µM],?,1.3%
Cn1c2ccccc2c(=O)c2c(=O)n(-c3ccc(F)cc3)c(-c3cccs3)nc21,nt,-13.8%,-7.5%,nt,-9.9%,nt,4.8%
COC(=O)c1ccc(NC(=O)CCS(=O)(=O)c2ccc(Br)cc2)cc1,-3.3%,-1.9%,-17.3%,2.9%,-9.1%,?,-0.2%&1.3%
CN(C)C(=O)COc1ccc2ccc(=O)oc2c1,16.6%[38.3 µM],-14.0%,4.9%,-4.9%,-12.5%[46.1 µM],1.7%,-1.0%
Cc1ccc(CNC(=O)C2CC3Cn4c(nc5cc(Cl)c(Cl)cc54)C3N2C)o1 (configuration not stated),nt,-3.2%,9.3%,nt,-0.1%,nt,0.6%
Cc1ccc(-c2cc(C(F)(F)F)nn2-c2ccc(S(N)(=O)=O)cc2)cc1,5.1%&-25.5%,-17.6%&2.3%,3.5%,-1.8%,nt,?,-1.3%
CS(=O)(=O)NNC(=O)Cn1nnc(-c2cc(C(F)(F)F)cc(C(F)(F)F)c2)n1,nt,-2.8%,13.7%,nt,-2.2%,nt,0.0%
CC(=O)NC1(c2ccccc2)CCN(c2nc(C)cc(C)n2)CC1,9.5%[38.3 µM],1.0%,-0.9%,3.2%,8.1%[46.1 µM],1.5%,3.1%
Cc1ccc(C(=O)N2c3ccccc3NC(=O)C2C)cc1 (configuration not stated),11.8%,-1.2%,-14.3%,-1.7%,-3.6%,-4.9%[46 µM],0.6%
O=C(C1CCN(S(=O)(=O)N2CCC3(CC2)OCCO3)CC1)N1CCC(Cc2ccccc2)CC1,-3.1%[38.3 µM],-12.9%,4.9%,-1.1%,-13.7%[46.1 µM],-4.7%,0.0%
COc1ccc(Nc2ncnc3sc(-c4ccccc4)cc23)cc1,-11.3%[38.3 µM],?,29.6%,-6.3%,?,19.7%,0.0%
Nn1c(SCc2nc3ccccn3c2Br)nnc1-c1cccnc1,-20.6%[38.3 µM],0.4%,-8.4%,-5.9%,-4.8%[46.1 µM],0.3%,11.2%
C/C(=N\NC(=O)c1cc(C)oc1C)c1ccc2c(c1)OCO2,4.8%,-1.4%,-16.0%,2.1%,7.2%,nt,-1.1%
CCN(C1CCCCC1)S(=O)(=O)c1ccc(S(=O)(=O)NCCc2ccncc2)cc1,4.1%[38.3 µM],-4.5%,-4.9%,-5.8%,-16.1%[46.1 µM],-7.7%,-2.1%
COc1cccc(CC(=O)NCC2(N3CCCCC3)CCCCC2)c1,1.1%,-2.5%,4.9%,5.4%,12.5%,nt,0.1%
Cc1ccc(C(=O)Nc2c3c(nn2C(C)(C)C)CS(=O)(=O)C3)cc1C,1.4%,1.2%,3.3%,0.8%,-6.5%[46.1 µM],-16.8%,0.9%

# Screens from PubChem.
